# DAX1 inh-1: blocks DAX1 repression of SF-1 activated StAR promoter; HEK293T StAR-luciferase reporter, SF-1/DAX-1 repression relief; AID 652010; inhibition, % at 6.8 µM; 370,000 tested, 1.1% active;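 active = inhibition above the mean over all tested compounds plus 3 SD, cut at about 3.6% in these data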;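 also: 0% = DAX-1 cells with DMSO and 100% = cells lacking DAX-1 with DMSO; higher inhibition means more luminescence from relief of DAX-1 repression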
# PLC-beta3 inh: inhibitors of human phospholipase C beta3 | Purified PLC-beta3, fluorogenic substrate, fluorescence | Q01970 | AID 720704 | 370,000 tested, 0.18% active | inhibition, % at 12.2 µM; in the data active = inhibition above about 11%;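 also: 0% = median of compound wells on plate and 100% = full blocker control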
# ssDAF-12 act: activates DAF-12 receptor from parasite S. stercoralis; HEK293 ssDAF-12/GRIP1 lit1-tk-luc reporter, luminescence; % of 3 µM dafachronic acid response; activation, % at 6.8 µM; 370,000 tested, 1% active; AID 652126;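 active = activation above the mean over all tested compounds plus 3 SD, cut at about 0.9% in these data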;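 also: 0% = DMSO-only wells and 100% = 3 µM delta7-dafachronic acid wells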
# Rev-erbA mod: modulators of human Rev-erb alpha DNA binding | P20393 | Rev-erbα–FITC-DNA binding, fluorescence polarization, 90 min | activity, % at 10 µM | 370,000 tested, 0.79% active | AID 1259318;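 active = activity above about 14%, limit read from the data; passing the limit was not always enough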;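 also: 0% = DMSO wells with 35 nM protein and 100% = DMSO wells with 750 nM protein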
# SMARCA2 activ: activators of SMARCA2 function; 370,000 tested, 1% active; activation, % at 9.1 µM; AID 652017; MG213 cells, MMTV-luciferase reporter, dexamethasone, overnight; in the data active = activation above about 7.8%;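 also: 0% = vehicle wells and 100% = reference activator wells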
# ADAM17 inh: inhibits human ADAM17. P78536. recombinant ADAM17, EDANS/DABCYL FRET peptide cleavage. inhibition, % at 6.95 µM. 370,000 tested, 0.83% active. AID 720648;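 active = inhibition above the mean of compounds lying between control limits plus 3 SD, set per campaign, cut at about 8.5% in these data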;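 also: 0% = DMSO-only wells as the low control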
# MBD2 DNA inh: inhibitors of human MBD2 binding to methylated oligonucleotide; TR-FRET; Q9UBB5; 370,000 tested, 0.31% active; inhibition, % at 4.4 µM; AID 686964; in the data active = inhibition above about 13%
# hgDAF-12 ag: agonists of H. glycines DAF-12 nuclear receptor. HEK293 GAL4-hgDAF12 UAS-luciferase reporter, agonist luminescence; normalized to butyrate control. activation, % at 6.8 µM. 370,000 tested, 1.8% active. AID 687014;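 active = activation above a cutoff set at the mean of all screened compounds plus 3 SD, cut at about 10% in these data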;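 also: 0% = DMSO wells and 100% = sodium butyrate wells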
# hcDAF-12 act: activators of H. contortus DAF-12 nuclear receptor; 370,000 tested, 1.4% active; AID 652067; activation, % at 6.8 µM; HEK293 hcDAF-12 lit1-tk-luc reporter, luminescence; 0% DMSO, 100% Δ7-dafachronic acid;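 active = activation above the mean of all tested compounds plus 3 SD, cut at about 5.5% in these data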;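 also: 100% = response to 3 µM Δ7-dafachronic acid high control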
# DAX1 inh-2: NR0B1 (DAX1) inhibition; P51843; HEK293 Gal4-DAX1 luciferase reporter, luminescence; inhibition, % at 6.75 µM; 340,000 tested, 0.99% active; AID 504766;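 active = inhibition above the mean over all tested compounds plus 3 SD, cut at about 4.2% in these data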;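 also: 0% = DAX1-transfected cells with DMSO and 100% = empty-vector control cells with DMSO; inhibition shows as a rise in luminescence from relieved DAX1 repression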
# PLC-gamma1 inh: inhibitors of human phospholipase C gamma1; P19174; inhibition, % at 12.2 µM; purified PLC-gamma1, fluorogenic substrate, fluorescence; 370,000 tested, 0.84% active; in the data active = inhibition above about 9.5%
# An asterisk follows results filed as active.
# Short forms – A = DAX1 inh-1; B = PLC-beta3 inh; C = ssDAF-12 act; D = Rev-erbA mod; E = SMARCA2 activ; F = ADAM17 inh; G = MBD2 DNA inh; H = hgDAF-12 ag; I = hcDAF-12 act; J = DAX1 inh-2; K = PLC-gamma1 inh
1: O=C(CC1C[C@H](C(=O)N2CCCCC2)[C@@]2(CCc3ccccc3)c3[nH]c4ccccc4c3CCN2C1=O)NCCC1=CCCCC1 (stereo partly drawn)
  A = 0.1	B = -3	C = -1.0	D = 11	E = -3	F = -1	G = 1	H = 0.4	I = 0.6	J = -0.6	K = 1
2: Cn1nc(-c2ccccc2F)c2cc(C(=O)Nc3ccc4c(c3)OCCO4)sc21
  A = -1.6	B = -21	C = -1.8	D = 0	E = 0	F = 3	G = 2	H = -4.1	I = -4.3	J = -1.0	K = -15
3: COc1ccc(S(=O)(=O)N2CCCCCC2)cc1NC(=O)Cc1n[nH]c(=O)c2ccccc12
  A = 0.1	B = 2	C = -1.2	D = 3	E = -3	F = 2	G = -1	H = 0.6	I = -1.7	J = -0.6	K = 2
4: COc1ccc(CC(=O)NC(C)C2COc3ccccc3O2)cc1OC (stereo not drawn)
  A = -0.2	B = 2	C = -1.3	D = -2	E = 0	F = 1	G = 5	H = -1.7	I = -0.6	J = 0.5	K = -3
5: Cc1cc(OCc2nc3ccccc3s2)ccc1N
  A = 2.2	B = -8	C = 2.0*	D = -5	E = 4	F = -5	G = -5	H = 14*	I = 13*	J = 2.5	K = 0
6: CN(C)C(=O)c1cn(CCC#N)nc1-c1ccc2ccccc2c1
  A = -0.6	B = -5	C = -0.6	D = -1	E = -3	F = 2	G = -3	H = -1.6	I = -1.8	J = -1.3	K = 1
7: CN(C)c1cccc(Oc2nc3c(c(=O)n(C)c(=O)n3C)n2C)c1
  A = -0.2	B = -10	C = -1.2	D = -3	E = -1	F = -5	G = 2	H = -1.4	I = 2.3	J = 2.7	K = -11
8: COC(=O)c1[nH]c2ccc(C)cc2c1NC(=O)CCN1CCN(Cc2ccc3c(c2)OCO3)CC1
  A = -1.0	B = -84	C = -2.5	D = -1	E = -3	F = -36	G = -3	H = -4.8	I = -2.7	J = 0.1	K = -54
9: O=S(=O)(Nc1ncccn1)c1ccc(NC(=S)NCc2ccco2)cc1
  A = -0.3	B = 1	C = -1.4	D = -4	E = 3	F = 2	G = -4	H = -2.8	I = -0.9	J = -0.3	K = -1
10: CCCCCCSc1cc(-c2nc3cc(C)ccn3c2NC2CCCCC2)ccc1OC
  A = -0.7	B = -407	C = -1.1	D = 1	E = 0	F = -19	G = 1	H = -0.6	I = 0.4	J = 0.6	K = -300
11: CCN(CC)C(=O)CSc1nc(N)c(-c2ccccc2)c(=O)[nH]1
  A = 0.4	B = 0	C = -0.6	D = 1	E = 0	F = -1	G = 2	H = -0.9	I = -1.0	J = -0.4	K = -3
12: O=[N+]([O-])c1ccccc1Oc1ccc(Cl)c2cccnc12
  A = 0.7	B = -13	C = -1.6	D = 7	E = -4	F = -1	G = 1	H = -1.2	I = 0.9	J = -0.4	K = 2
13: COc1cccc(OCC(O)CN2CCC(C)CC2)c1 (stereo not drawn)
  A = -0.8	B = 3	C = -0.9	D = -1	E = 2	F = -2	G = -5	H = -1.0	I = -1.4	J = 1.1	K = 0
14: COc1ccc(N2CCN(C(CNC(=O)C(=O)NCCC3=CCCCC3)c3ccco3)CC2)cc1 (stereo not drawn)
  A = -0.1	B = 2	C = -1.3	D = 1	E = 6	F = -2	G = -2	H = -1.3	I = 0.7	J = -0.4	K = 2
15: C=CCn1c(SCC(=O)N(CCC)C2CCS(=O)(=O)C2)nnc1-c1ccccc1OC (stereo not drawn)
  A = -1.3	B = -2	C = -0.8	D = 2	E = -2	F = 0	G = 3	H = -0.8	I = 1.7	J = 1.2	K = 0
16: Cn1c(SCC(=O)NC2CCCC2)nnc1-c1ccco1
  A = 0.2	B = -2	C = -0.8	D = -3	E = 0	F = -2	G = -3	H = -0.4	I = 1.2	J = 0.1	K = 3
17: COc1cc(NC(=O)COc2ccc([N+](=O)[O-])cc2)ccc1NC(=O)c1ccco1
  A = 1.1	B = 8	C = -2.0	D = -19	E = 1	F = -6	G = 7	H = 2.0	I = -1.2	J = 0.4	K = 5
18: Cc1cc(C)cc(N(CCC#N)C(=O)COC(=O)C2CCN(c3ccc(C(F)(F)F)cn3)CC2)c1
  A = 1.5	B = -4	C = -1.3	D = 8	E = 3	F = 7	G = -1	H = -0.5	I = -1.4	J = 1.0	K = -4
19: COc1ccc(Nc2nc(C)c(-c3ccccc3)s2)cc1
  A = 1.5	B = -13	C = 0.0	D = -6	E = 11*	F = 9.1*	G = 4	H = 7.5	I = 6.2*	J = 0.9	K = -14
20: O=C(c1cccn(Cc2cccc(Cl)c2)c1=O)N1CCOCC1
  A = 1.1	B = -1	C = -0.9	D = -2	E = -3	F = -1	G = -2	H = 3.6	I = -0.3	J = -0.1	K = -1
21: CN(C)C(=S)NC1CCS(=O)(=O)C1 (stereo not drawn)
  A = 0.2	B = 2	C = -1.2	D = 1	E = -2	F = -2	G = -3	H = -1.8	I = -0.6	J = -0.6	K = -2
22: O=c1c2cn(Cc3ccc(F)cc3)c3ccccc3c-2nn1Cc1ccc(F)cc1
  A = -0.3	B = -9	C = -1.1	D = -15	E = 0	F = -5	G = 0	H = 0.2	I = -2.2	J = -0.9	K = -1
23: CCCCN1CC(COCc2ccccc2)Oc2cccc(Oc3ccc(F)cc3)c2S1(=O)=O (stereo not drawn)
  A = -0.2	B = 1	C = 0.0	D = -4	E = -2	F = 1	G = -1	H = 3.8	I = 0.0	J = 1.2	K = 1
24: COc1ccc(-n2nnnc2SCC(=O)Nc2c(C)n[nH]c2C)cc1
  A = -1.1	B = 3	C = -0.8	D = -2	E = -2	F = -2	G = 2	H = 0.7	I = -1.2	J = -1.8	K = 2

# Only DAX1 inh-1, for some of the entries so far:
No.	compound	DAX1 inh-1
8	COC(=O)c1[nH]c2ccc(C)cc2c1NC(=O)CCN1CCN(Cc2ccc3c(c2)OCO3)CC1	-1.0
9	O=S(=O)(Nc1ncccn1)c1ccc(NC(=S)NCc2ccco2)cc1	-0.3
10	CCCCCCSc1cc(-c2nc3cc(C)ccn3c2NC2CCCCC2)ccc1OC	-0.7
11	CCN(CC)C(=O)CSc1nc(N)c(-c2ccccc2)c(=O)[nH]1	0.4
12	O=[N+]([O-])c1ccccc1Oc1ccc(Cl)c2cccnc12	0.7

# 2 of the compounds above, screen by screen:
14: COc1ccc(N2CCN(C(CNC(=O)C(=O)NCCC3=CCCCC3)c3ccco3)CC2)cc1 (stereo not drawn)
20: O=C(c1cccn(Cc2cccc(Cl)c2)c1=O)N1CCOCC1

Assay by compound	14	20
DAX1 inh-1	-0.1	1.1
PLC-beta3 inh	2	-1
ssDAF-12 act	-1.3	-0.9
Rev-erbA mod	1	-2
SMARCA2 activ	6	-3
ADAM17 inh	-2	-1
MBD2 DNA inh	-2	-2
hgDAF-12 ag	-1.3	3.6
hcDAF-12 act	0.7	-0.3
DAX1 inh-2	-0.4	-0.1
PLC-gamma1 inh	2	-1

# Compound activity as filed in PubChem.
